Compound activity from PubChem BioAssay.
697 NFkB inh = lowers PMA/ionomycin-induced NF-kB signal in 697 B cells. inhibition, % at 4 µM. 697 B-cell NF-kB luciferase reporter, 16 h. AID 435022. 0.33% of 330,000 active; in the data active means inhibition above about 35%
UPR CHOP act = apoptotic UPR (CHOP) activation; CHO-CHOP luciferase reporter, luminescence; percent of tunicamycin response over DMSO baseline; activation, % at 10 µM; 0.34% of 330,000 active; AID 449763;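 active means at 10 µM dose, activation of 40% or more, normalized to positive control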;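 further: 100% = tunicamycin at 10 µg/mL and 0% = DMSO alone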
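measured by = luciferase luminescence | assay system = CHO-CHOP cells, stable luciferase reporter of PERK-eIF2a-CHOP signalling | amount = 500 reporter cells seeded per well | timing = 6 h compound exposure at 37 °C after overnight seeding | controls = positive tunicamycin 10 µg/mL, negative DMSO alone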
Gli-Sufu block = antagonists of Gli-Sufu signaling; Sufu-KO-LIGHT fibroblasts, Gli luciferase reporter luminescence; inhibition, % at 5 µM; 0.74% of 340,000 active; AID 588413;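 active means inhibition above about 55%, limit read from the data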;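 further: 0% = DMSO-treated cells and 100% = wells with medium but no cells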
EBI2 block = EBI2 (human) antagonism; P32249; EBI2 beta-arrestin recruitment, luminescence, 7a,25-OHC stimulated; inhibition, % at 5 µM; 0.81% of 360,000 active; AID 651636; in the data active means inhibition above about 38%;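 further: enzyme fragment complementation signal reports receptor beta-arrestin coupling in cells; 0% = agonist plus DMSO wells and 100% = wells without agonist; some results beyond the cut were filed as inactive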
Target sequence (P32249 whole entry, looked up, the tested form may be a part): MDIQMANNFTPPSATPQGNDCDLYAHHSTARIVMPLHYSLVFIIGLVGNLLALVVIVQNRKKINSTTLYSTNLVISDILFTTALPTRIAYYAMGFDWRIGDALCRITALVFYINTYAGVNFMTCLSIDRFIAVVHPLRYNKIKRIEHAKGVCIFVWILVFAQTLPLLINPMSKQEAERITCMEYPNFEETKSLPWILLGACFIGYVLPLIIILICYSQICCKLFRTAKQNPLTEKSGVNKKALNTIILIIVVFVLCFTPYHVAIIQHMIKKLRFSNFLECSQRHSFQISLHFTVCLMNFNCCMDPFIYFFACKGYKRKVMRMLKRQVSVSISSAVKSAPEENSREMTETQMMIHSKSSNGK
Mdm2-MdmX inh = inhibitors of human Mdm2/MdmX interaction; O15151+Q00987; SaOS-2 split-luciferase Mdm2/MdmX complementation, luminescence; inhibition, % at 8 µM; 3% of 330,000 active;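 active means inhibition of at least 50% at 8 µM in the primary screen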
XBP1 UPR activ = activators of adaptive arm of unfolded protein response (XBP1). CHO-XBP1 luciferase reporter, IRE1-XBP1 UPR activation, luminescence; percent of tunicamycin response, DMSO as zero. AID 463104. 0.33% of 330,000 active. activation, % at 20 µM;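 active means versus positive control, 20 µM dose yields 30% or more activation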;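 further: 100% = tunicamycin at 10 µg/mL and 0% = DMSO only wells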
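Material: CHO cell line with stable XBP1 luciferase reporter; schedule: 16-18 h cell attachment at 37 °C, then 6 h compound exposure; signal: glow luminescence from Steady-Glo reagent; medium: serum-containing F12 medium, 10% FBS; benchmarks: tunicamycin 10 µg/mL and vehicle-only wells; read-out: percent activation relative to tunicamycin reference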
Jurkat NFkB inh = lowers PMA/ionomycin-induced NF-kB signal in Jurkat cells; PMA/ionomycin-induced NF-kB luciferase reporter, luminescence; inhibition, % at 4 µM; 0.53% of 330,000 active; AID 435003; in the data active means inhibition above about 50%
CXCR6 inh = blocks human CXCR6 beta-arrestin recruitment. O00574. CHO-K1 PathHunter CXCR6 beta-arrestin, luminescence. inhibition, % at 20 µM. 0.36% of 360,000 active. AID 602244; in the data active means inhibition above about 34%, passing the limit was not always enough;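 further: antagonist mode with CXCL16 agonist at 10 nM final; 0% = 10 nM CXCL16 with DMSO and 100% = unstimulated wells without agonist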
Target sequence (O00574 whole entry, looked up): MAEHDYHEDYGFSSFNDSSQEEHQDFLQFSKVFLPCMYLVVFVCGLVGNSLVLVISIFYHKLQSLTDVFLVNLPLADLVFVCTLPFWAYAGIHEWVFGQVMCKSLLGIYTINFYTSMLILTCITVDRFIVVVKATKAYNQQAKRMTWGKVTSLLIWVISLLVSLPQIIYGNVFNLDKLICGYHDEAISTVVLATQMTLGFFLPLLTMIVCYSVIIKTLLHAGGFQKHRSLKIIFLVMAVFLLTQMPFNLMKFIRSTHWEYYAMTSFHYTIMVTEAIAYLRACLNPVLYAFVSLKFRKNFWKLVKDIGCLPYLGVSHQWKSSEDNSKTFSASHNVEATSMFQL
CCR6 antagonist = antagonists of human CCR6 receptor; P51684; 0.49% of 340,000 active; inhibition, % at 20 µM; CHO-K1 CCR6 PathHunter beta-arrestin, luminescence, CCL20-stimulated;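 active means compounds whose inhibition of the agonist-driven luminescence signal at 20 µM reaches about 50%, limit read from the data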;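 further: cells stimulated with CCL20 at 14 nM final; plate controls were DMSO with CCL20 for no effect and DMSO without agonist for full effect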
Target sequence (P51684 whole entry, looked up): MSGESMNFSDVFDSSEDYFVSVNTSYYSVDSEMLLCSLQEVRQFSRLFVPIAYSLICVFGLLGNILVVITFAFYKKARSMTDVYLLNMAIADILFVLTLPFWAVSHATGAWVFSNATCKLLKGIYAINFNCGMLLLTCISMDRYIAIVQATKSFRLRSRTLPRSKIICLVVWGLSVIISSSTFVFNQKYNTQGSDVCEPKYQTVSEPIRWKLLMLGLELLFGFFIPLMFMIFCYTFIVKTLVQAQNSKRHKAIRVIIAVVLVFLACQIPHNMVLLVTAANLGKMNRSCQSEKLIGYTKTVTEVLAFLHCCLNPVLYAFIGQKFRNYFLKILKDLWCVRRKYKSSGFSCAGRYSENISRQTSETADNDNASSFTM
* = called active by the depositor; . = no result given.

SMILES | 697 NFkB inh | UPR CHOP act | Gli-Sufu block | EBI2 block | Mdm2-MdmX inh | XBP1 UPR activ | Jurkat NFkB inh | CXCR6 inh | CCR6 antagonist
O=C(Nc1ccccc1)OC1CCS(=O)(=O)C1 (stereo unspecified) | 6 | 1.9 | 3 | -6 | -6 | -1 | -1 | 2 | -7
CSc1nc(C=Nc2ccccc2Cl)c(O)n1Cc1cccc(Cl)c1 | -16 | 4.1 | 7 | -14 | -13 | 2 | -13 | 7 | 11
O=C(Cc1ccc(S(=O)(=O)N2CCCCC2)s1)Nc1ccc(F)cc1F | 22 | 0.4 | 3 | 10 | -4 | -2 | -14 | -5 | 5
C/C(=N/NC(=O)c1cccc(N2CCCC2=O)c1)c1ccc(Br)cc1 | 8 | 1.0 | 7 | 2 | 10 | -2 | -5 | -2 | 1
Cc1cc(C)cc(-n2c(SCC(=O)NCc3ccc4c(c3)OCO4)nc3ccccc3c2=O)c1 | -7 | 1.4 | 10 | 14 | 7 | -1 | 1 | 10 | 12
Cc1cc(C(F)(F)F)c(C#N)c(Sc2ccccc2)n1 | 10 | -0.8 | 7 | 2 | 2 | -4 | 15 | 14 | 0
CCCS(=O)(=O)Nc1c(C(=O)OC)[nH]c2ccccc12 | -38 | 2.6 | 30 | -16 | -11 | 0 | 4 | -7 | 2
CCn1nc(C)c(NS(=O)(=O)c2ccccc2)c1C | -16 | -0.9 | 2 | -3 | 11 | -2 | 1 | -2 | 7
CN1CCc2c(sc3c2c(=O)n(-c2ccccc2)c2nnc(SCc4ccc(F)cc4)n32)C1 | . | . | 3 | 2 | . | . | . | -5 | 3
Cc1cc(NO)nc(-c2ccc(Br)cc2)n1 | -61 | 3.2 | -27 | 0 | -98 | 3 | -65 | -18 | -22
O=C(Cn1nc(C(=O)O)c2ccccc2c1=O)Nc1cccc(Br)c1 | 16 | 0.0 | 6 | -6 | -2 | 0 | -15 | -3 | 3
O=C(N/N=C\c1c(O)ccc2ccccc12)c1ccc(Cn2cccn2)o1 | 9 | -1.1 | 58* | -5 | 75* | 6 | 40 | 3 | 8
CCOc1ccc(-c2[nH]nc3c2C(c2cccnc2)C(C#N)=C(N)O3)cc1 (stereo unspecified) | 24 | -0.9 | 5 | -6 | -8 | -1 | 17 | -4 | 2
Fc1ccc(OCc2cc(-c3ccccc3)no2)cc1 | -112 | 4.7 | -79 | 7 | -69 | 5 | -81 | 0 | 18
O=C(COC(=O)c1c[nH]c(=O)[nH]c1=O)Nc1ccccc1F | 5 | -0.4 | 42 | -9 | 1 | -2 | -8 | -8 | -4
CCOCc1c(C(=O)Nc2cc(OCC)c(N3CCOCC3)cc2OCC)oc2ccccc12 | 1 | -0.1 | 19 | 27 | 20 | -3 | 10 | -12 | 9
CCS(=O)(=O)N1CCCC(C(=O)c2ccc(OC)cc2C)C1 (stereo unspecified) | -1 | 2.4 | 4 | -5 | 2 | 0 | -2 | 3 | 6
COc1ccc(CCNc2cc(N3CCN(C(=O)c4ccccc4OC)CC3)ccc2[N+](=O)[O-])cc1OC | -30 | 4.3 | 43 | -8 | 39 | 6 | 35 | -15 | 19
COc1ccc(NC(=O)COc2coc(CN3CCCc4ccccc43)cc2=O)cc1 | 13 | 2.2 | -16 | -18 | 28 | -1 | 9 | 8 | 12
Cc1ccc(N(C(=O)c2csnn2)C(C(=O)NC2CCCCC2)c2ccco2)cc1 (stereo unspecified) | -17 | -0.8 | -5 | 7 | 18 | -5 | -1 | 0 | 13
Cc1c(NC(=O)C(C)Sc2nc(N)cc(=O)[nH]2)c(=O)n(-c2ccccc2)n1C (stereo unspecified) | 11 | -0.1 | 5 | -14 | 9 | 0 | 4 | 3 | -1
CC(=O)OCC(=O)N1CCN(c2ccc([N+](=O)[O-])cc2)CC1 | 17 | -1.8 | -2 | -1 | 30 | -3 | -5 | -3 | -10
O=C(CS(=O)(=O)c1cn(CC(=O)N2CCOCC2)c2ccccc12)NCc1ccc(F)cc1 | 7 | 0.9 | 3 | -5 | 20 | -6 | 1 | -1 | -1
COc1ccc(N(CC(=O)N2CCN(c3ccc(F)cc3)CC2)S(=O)(=O)c2c(C)noc2C)cc1 | -9 | 2.9 | 2 | 0 | 20 | -4 | 8 | -2 | 5

Single values from the results shown.
`O=C(CS(=O)(=O)c1cn(CC(=O)N2CCOCC2)c2ccccc12)NCc1ccc(F)cc1` @ CCR6 antagonist = -1
`CC(=O)OCC(=O)N1CCN(c2ccc([N+](=O)[O-])cc2)CC1` @ CXCR6 inh = -3
`CCS(=O)(=O)N1CCCC(C(=O)c2ccc(OC)cc2C)C1` (stereo unspecified) @ CCR6 antagonist = 6
`CCOCc1c(C(=O)Nc2cc(OCC)c(N3CCOCC3)cc2OCC)oc2ccccc12` @ EBI2 block = 27

Whole records as entered above. Screens in order: 697 NFkB inh, UPR CHOP act, Gli-Sufu block, EBI2 block, Mdm2-MdmX inh, XBP1 UPR activ, Jurkat NFkB inh, CXCR6 inh, CCR6 antagonist
C/C(=N/NC(=O)c1cccc(N2CCCC2=O)c1)c1ccc(Br)cc1 as listed: 8, 1.0, 7, 2, 10, -2, -5, -2, 1
CCn1nc(C)c(NS(=O)(=O)c2ccccc2)c1C as listed: -16, -0.9, 2, -3, 11, -2, 1, -2, 7

(continued)
SMILES | 697 NFkB inh | UPR CHOP act | Gli-Sufu block | EBI2 block | Mdm2-MdmX inh | XBP1 UPR activ | Jurkat NFkB inh | CXCR6 inh | CCR6 antagonist
COc1ccc(OC)c(-c2cc(C(=O)Nc3c(C)n(C)n(-c4ccccc4)c3=O)no2)c1 | 8 | -0.7 | -3 | -30 | 19 | 4 | 3 | -6 | -1
CCN(CC)CCCN(C(=O)c1ccco1)c1nc(-c2ccc(C)cc2)cs1 | 1 | 2.5 | 8 | 2 | 18 | 5 | 0 | -14 | 5
Cc1ccc(O)c(C2=NNC(O)(C(F)(F)F)C2)c1 (stereo unspecified) | 20 | -0.2 | 6 | -11 | -8 | -4 | 6 | -8 | 16
CCN(CC)C(=O)Nc1cnc2ccccc2c1 | -11 | 5.6 | -60 | -1 | -6 | 0 | -32 | 2 | -7
Cc1occc(=O)c1OC(=O)Nc1ccc(Cl)c(Cl)c1 | . | . | -7 | -3 | . | . | . | -5 | -18
CC(=O)c1ccc(NC(=S)NCc2ccc(Cl)cc2Cl)cc1 | 16 | 0.2 | 4 | 14 | 22 | -2 | 3 | -9 | -7
CCN(CC)c1ccc(S(=O)(=O)N2CCOCC2)cc1NC(=O)COC(=O)COc1ccccc1C | -12 | -0.6 | -3 | 3 | 9 | -3 | -12 | -2 | 19
COCCCNC(=O)c1c(NC(=O)c2cccs2)sc2c1CCCC2 | -11 | 2.6 | 16 | 17 | 25 | 1 | 1 | 1 | 7
O=C1c2cccc3c(O)ccc(c23)C(=O)N1c1ccc(Cl)cc1 | -38 | -7.3 | -46 | 2 | 12 | -8 | -10 | -43 | -17
O=C(NCc1cccnc1)c1ccc(N2CCOCC2)c([N+](=O)[O-])c1 | 4 | -2.7 | 1 | 5 | 27 | 0 | 0 | -11 | -2
CCCP(=O)(CCC)CCP(=O)(c1ccccc1)c1ccccc1 | -4 | 2.0 | 7 | -5 | -5 | -2 | 18 | -5 | -11
CC(C)(C)c1ccc(/C=C2/SC(N3CCCC3)=NC2=O)cc1 | -2 | 9.7 | 3 | -32 | 41 | 3 | 28 | 8 | 5
Cc1ccc2nc(N/C(=N/S(=O)(=O)c3cccs3)c3ccccc3Cl)sc2c1 | 13 | 0.4 | -11 | -3 | 4 | 2 | -2 | -4 | 3
COc1ccc(NC(=O)COc2ccccc2Cc2ccccc2)cc1S(N)(=O)=O | -35 | 1.8 | 28 | 7 | 35 | 9 | 48 | -10 | 11
CCOC(=O)C1CCN(C(=O)c2cccc(S(=O)(=O)N(CC)c3ccccc3)c2)CC1 | 1 | 0.0 | -4 | 4 | 3 | 0 | 4 | 8 | 15
O=C1C2CCCN2C(=O)N1CCCCN1CCN(c2ccc(F)cc2)CC1 (stereo unspecified) | 6 | -0.8 | 7 | -24 | 1 | -1 | 13 | -5 | -16
CCN(CC)S(=O)(=O)c1ccc(NC2c3ccccc3C(=O)N2Cc2ccc3c(c2)OCO3)cc1 (stereo unspecified) | 8 | 0.6 | 1 | 12 | 27 | -2 | 14 | 1 | 6
COc1cc([N+](=O)[O-])c2ncsc2c1 | -12 | 2.9 | -2 | -9 | 12 | 1 | 14 | -5 | -2
COc1ccc(C2Nc3ccc4ccccc4c3-c3c2c(=O)oc2ccccc32)cc1 (stereo unspecified) | -7 | 49* | . | 7 | 79* | 134* | 2 | -4 | .
CCN(CC)S(=O)(=O)c1ccc(NC2=NS(=O)(=O)c3ccccc32)cc1 | 2 | 2.7 | 5 | -1 | 5 | 2 | -6 | 9 | 20
O=C(NC1CCN(C(=O)Nc2cccc(Cl)c2)CC1)C1CCCCC1 | -19 | 1.1 | -2 | 8 | 11 | -1 | -22 | -2 | 19
CC(=C/c1ccccc1)/C=N/Nc1nc(N2CCCCC2)nc(N2CCCCC2)n1 | -1 | 4.7 | 7 | 23 | 1 | 6 | 17 | -6 | -9
O=C(CC(Nc1ccccc1Cl)C(=O)O)c1ccccc1 (stereo unspecified) | -269 | 1.3 | 22 | 1 | -11 | -2 | -256 | 2 | 8
COc1ccc(CCC(=O)NCCc2nc3ccccc3[nH]2)cc1 | 24 | -0.1 | 20 | 6 | 3 | -2 | -25 | 6 | 3
COc1ccc2c(c1)/C(=N/N1C(=O)c3ccccc3C1=O)C(=O)N2 | 15 | 0.2 | . | . | 24 | 1 | 0 | . | .
COc1cccc(NS(=O)(=O)c2ccc3[nH]cc(C(=O)NC4CC4)c(=O)c3c2)c1 | . | . | -3 | 3 | . | . | . | -8 | -6
Cc1[nH]nc2nc(SCC(=O)NC3CCCCC3)n(-c3ccc(Br)cc3)c(=N)c12 | -27 | 2.8 | 15 | 24 | 35 | 3 | 11 | -3 | 4
COc1cc(C2=NOC(C(=O)N3CCN(c4ccc(F)cc4)CC3)C2)cc(OC)c1OC (stereo unspecified) | 2 | 1.2 | 5 | -1 | 1 | 2 | 9 | 1 | 9
Cc1ccc(CSC2=NCCN2C(=O)c2ccc([N+](=O)[O-])cc2)cc1 | -9 | -1.5 | . | -2 | 7 | -1 | -17 | 2 | 0
O=C(NN1CCOCC1)c1cc(S(=O)(=O)Nc2cccc(C(F)(F)F)c2)ccc1Cl | -21 | -0.5 | -27 | 2 | -33 | -1 | 11 | 0 | -8
CCN(C(=O)COc1cccnc1[N+](=O)[O-])C1CCS(=O)(=O)C1 (stereo unspecified) | 2 | 1.2 | 4 | -7 | 20 | -2 | 2 | 1 | 11
O=C1CS/C(=N\C(=O)N2c3ccccc3Sc3ccccc32)N1 | 6 | 1.5 | 7 | 0 | 7 | 1 | -4 | -6 | -2
CCCn1c(=O)c2ccccc2n2c(SCC(N)=O)nnc12 | 5 | 2.2 | 4 | 17 | -12 | -7 | 17 | 7 | 10
Cc1cc(NC(=O)CN(C)CC(=O)Nc2ccc(F)c(F)c2F)no1 | 18 | -1.8 | 4 | -14 | 6 | -3 | -14 | -10 | -4
Nc1nncn1C(=O)c1cc(Br)ccc1Cl | 0 | 0.8 | 0 | -11 | 7 | -1 | 9 | 0 | -3
COc1ccccc1N1C(=O)C2C(C(=O)c3ccccc3)=NN(c3ccccc3)C2C1=O (stereo unspecified) | 10 | 0.0 | 5 | -2 | 3 | 5 | 14 | 2 | 8
Cc1ccc2[nH]c3c(=O)n(CC(=O)N4CCN(C)CC4)ncc3c2c1 | 2 | 0.7 | 13 | -2 | 0 | -4 | -12 | 0 | 0
